From PubChem
Jurkat NFkB inh – lowers PMA/ionomycin-induced NF-kB signal in Jurkat cells; PMA/ionomycin-induced NF-kB luciferase reporter, luminescence; inhibition, % at 4 µM; actives 0.53% (n = 330,000); AID 435003; in the data active = inhibition above about 50%
APJ antagonist – blocks the human apelin receptor APJ. actives 0.32% (n = 330,000). inhibition, % at 20 µM. CHO-K1 APJ beta-arrestin complementation, luminescence;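 active = inhibition above about 40% at 20 µM, limit read from the data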;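 note: cells challenged with 10 nM apelin-13 agonist together with compound; plate controls were apelin-13 plus DMSO wells for no effect and DMSO wells lacking apelin-13 for full effect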
APJ agonist – APJ receptor agonism; CHO-K1 APJ PathHunter beta-arrestin, luminescence; 0% DMSO wells, 100% apelin; activation, % at 20 µM; actives 0.11% (n = 330,000); AID 2520;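 active = activation more than six SD over the plate average, tested at 20 µM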;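 note: 0% = DMSO alone and 100% = apelin-13 at 10 nM; some results filed as inactive read as strong as hits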
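Material: engineered CHO-K1 APJ arrestin reporter cells; amount: 1000 CHO-K1 reporter cells seeded per well; incubation: compound stimulation 90 min at 25 °C, detection 60 min; signal: luminescent beta-gal fragment complementation, chemiluminescent substrate; read-out basis: APJ agonist activity; controls: DMSO-only wells as negative, 10 nM Apelin-13 as positive control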
Mdm2-MdmX inh – disrupts the human Mdm2-MdmX interaction; O15151+Q00987; SaOS-2 split-luciferase Mdm2/MdmX complementation, luminescence; inhibition, % at 8 µM; actives 3% (n = 330,000); AID 485346;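 active = inhibition of at least 50% at 8 µM in the primary screen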
Target sequence (O15151 whole entry, looked up): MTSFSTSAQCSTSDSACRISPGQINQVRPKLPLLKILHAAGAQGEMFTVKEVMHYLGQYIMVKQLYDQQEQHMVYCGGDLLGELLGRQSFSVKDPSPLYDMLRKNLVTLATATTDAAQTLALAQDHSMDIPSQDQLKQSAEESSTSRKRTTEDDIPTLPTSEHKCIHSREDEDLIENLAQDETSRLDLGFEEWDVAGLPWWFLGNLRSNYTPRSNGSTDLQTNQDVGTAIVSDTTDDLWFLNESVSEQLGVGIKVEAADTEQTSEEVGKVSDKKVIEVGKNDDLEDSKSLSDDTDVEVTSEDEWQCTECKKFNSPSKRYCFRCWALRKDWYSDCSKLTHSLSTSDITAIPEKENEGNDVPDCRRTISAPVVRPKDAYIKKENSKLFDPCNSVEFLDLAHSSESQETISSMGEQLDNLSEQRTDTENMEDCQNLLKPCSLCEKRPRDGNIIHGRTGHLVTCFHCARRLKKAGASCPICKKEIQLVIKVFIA
Target sequence (Q00987 whole entry, looked up): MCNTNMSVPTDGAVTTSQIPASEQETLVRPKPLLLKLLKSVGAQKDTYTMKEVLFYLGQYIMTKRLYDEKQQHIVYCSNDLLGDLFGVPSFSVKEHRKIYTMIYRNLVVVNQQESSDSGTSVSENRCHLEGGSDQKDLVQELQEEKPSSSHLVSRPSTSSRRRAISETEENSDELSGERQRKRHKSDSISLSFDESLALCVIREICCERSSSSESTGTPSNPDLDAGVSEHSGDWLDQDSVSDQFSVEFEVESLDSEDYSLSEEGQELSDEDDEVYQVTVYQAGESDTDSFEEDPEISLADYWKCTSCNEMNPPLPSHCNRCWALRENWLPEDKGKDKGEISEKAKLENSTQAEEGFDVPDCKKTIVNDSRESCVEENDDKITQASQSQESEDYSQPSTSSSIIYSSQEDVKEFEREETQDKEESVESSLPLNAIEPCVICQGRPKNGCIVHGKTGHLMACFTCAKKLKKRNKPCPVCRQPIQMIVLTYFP
CHOP UPR activ – apoptotic UPR (CHOP) activation | actives 0.34% (n = 330,000) | CHO-CHOP luciferase reporter, luminescence; percent of tunicamycin response over DMSO baseline | activation, % at 10 µM;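 active = at 10 µM dose, activation of 40% or more, normalized to positive control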;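 note: 100% = tunicamycin at 10 µg/mL and 0% = DMSO alone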
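System: CHO-CHOP luciferase reporter cell line; amount: 500 cells/well; buffer or medium: F12 medium containing 10% fetal bovine serum; incubation: 6 h compound exposure at 37 °C after overnight seeding; measured by: luciferase luminescence after 10 min with Steady-Glo reagent; evaluation: % reporter activation, DMSO baseline versus tunicamycin full activation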
tim23-1 inh – tim23-1 yeast growth inhibition; actives 1.3% (n = 330,000); AID 463212; S. cerevisiae tim23-1 growth, BacTiter-Glo luminescence, 24 h; inhibition, % at 20 µM;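 active = growth inhibition of the mutant yeast at or above 50%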;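 note: temperature-sensitive mutant grown at 25 °C; plate controls were DMSO-treated mutant yeast for no effect and medium wells lacking yeast for full effect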
XBP1 UPR activ – activators of adaptive arm of unfolded protein response (XBP1). CHO-XBP1 luciferase reporter, IRE1-XBP1 UPR activation, luminescence; percent of tunicamycin response, DMSO as zero. activation, % at 20 µM. actives 0.33% (n = 330,000). AID 463104;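 active = versus positive control, 20 µM dose yields 30% or more activation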;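 note: 100% = tunicamycin at 10 µg/mL and 0% = DMSO only wells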
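Material: CHO-XBP1 cells stably carrying IRE1-XBP1-driven luciferase reporter / Amount: 1000 cells per well / Compound: 20 µM, 1% DMSO / Times: 6 h treatment, 37 °C / Detection: luciferase luminescence / Measure: % activation of reporter signal versus tunicamycin and DMSO controls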
697 NFkB inh – inhibitors of the PMA/ionomycin-induced NF-kB reporter in 697 B cells; AID 435022; inhibition, % at 4 µM; 697 B-cell NF-kB luciferase reporter, 16 h; actives 0.33% (n = 330,000); in the data active = inhibition above about 35%
* hit, by the source's call. No enrichment for hits (roughly 5% active in at least one column).

entry	smiles	XBP1 UPR activ	APJ antagonist	tim23-1 inh	Mdm2-MdmX inh	697 NFkB inh	Jurkat NFkB inh	CHOP UPR activ	APJ agonist
1	O=C1c2ccccc2NC(c2ccc(-c3cccc([N+](=O)[O-])c3)o2)N1O (stereo not given)	1	6	42	41	-5	8	-0.8	-2
2	COc1cccc(C(=O)OCC(=O)NCCc2ccccc2)c1OC	2	7	14	13	10	12	0.2	-1
3	CN(C)S(=O)(=O)c1cccc(-c2nnc(-c3ccccc3)o2)c1	1	17	10	-32	-36	-48	2.8	1
4	COc1cc(OC)cc(C(=O)NC(=S)Nc2ccc(NC(=O)c3ccco3)cc2)c1	-2	-19	5	-9	-20	7	0.9	4
5	CN(Cc1cccs1)C(=O)CN1C(=O)c2ccccc2S1(=O)=O	-3	-2	-11	24	17	4	-1.3	-4
6	Cc1cc(C(=O)Nc2ccccc2N2CCOCC2)no1	1	-21	14	-9	6	5	0.5	-5
7	COc1ccc(OC)c(C2C(C(=O)c3sc(C)nc3C)=C(O)C(=O)N2CCN2CCOCC2)c1 (stereo not given)	-1	-21	3	-12	-1	-18	-2.1	2
8	Cc1oc(-c2cccc3ccccc23)nc1CN1CCN(c2ncnc3ccccc23)CC1	2	10	32	15	-25	14	0.2	1
9	COc1ccc(C(=O)NCCc2nnc3ccc(SCC(=O)NCc4ccccc4)nn23)cc1	-2	-4	-8	1	-13	9	3.0	-3
10	Cc1ccc(C(=O)N2CCCC(CCC(=O)NCc3ccccc3F)C2)cn1 (stereo not given)	-2	18	3	14	6	4	1.7	2
11	Cn1c(=O)c2c(nc(N3CCC(C(N)=O)CC3)n2CCSc2nc3ccccc3s2)n(C)c1=O	-4	3	15	10	13	-8	0.6	0
12	CCOC(=O)C(Cc1c[nH]c2ccccc12)NC(=O)CNC(C)=O (stereo not given)	1	2	-5	12	18	8	1.9	0
13	Cc1ccc2oc(-c3ccc(C)c(NC(=O)Cc4cccs4)c3)nc2c1	-1	-3	14	-9	-46	-61	2.7	0
14	COc1cc(-c2nc(-c3cccc(C(F)(F)F)c3)no2)cc(OC)c1OC	1	-12	10	4	16	2	0.7	-2
15	Cc1ccc(S(=O)(=O)Nc2c(C)[nH]c(=O)[nH]c2=O)cc1C	2	13	16	16	-26	26	-0.6	4
16	NC(=O)NC(CC(=O)NCc1ccc2c(c1)OCO2)c1ccccc1Cl (stereo not given)	2	2	10	-16	-10	-30	-0.3	0

Arranged by SMILES length (lowest first): part of the list above.
entry	smiles	XBP1 UPR activ	APJ antagonist	tim23-1 inh	Mdm2-MdmX inh	697 NFkB inh	Jurkat NFkB inh	CHOP UPR activ	APJ agonist
2	COc1cccc(C(=O)OCC(=O)NCCc2ccccc2)c1OC	2	7	14	13	10	12	0.2	-1
8	Cc1oc(-c2cccc3ccccc23)nc1CN1CCN(c2ncnc3ccccc23)CC1	2	10	32	15	-25	14	0.2	1
7	COc1ccc(OC)c(C2C(C(=O)c3sc(C)nc3C)=C(O)C(=O)N2CCN2CCOCC2)c1 (stereo not given)	-1	-21	3	-12	-1	-18	-2.1	2

Other results follow:
entry	smiles	XBP1 UPR activ	APJ antagonist	tim23-1 inh	Mdm2-MdmX inh	697 NFkB inh	Jurkat NFkB inh	CHOP UPR activ	APJ agonist
17	COc1cccc(NC(=O)COC(=O)CC2CC3CCC2C3)c1 (stereo not given)	0	-6	56*	25	7	-8	0.6	-3
18	Cc1cccc(NC(=O)/C(C#N)=C/c2ccccc2O)n1	1	-11	15	-52	-30	-16	6.8	-2
19	CCn1c(SCC(=O)NCC2CCCO2)nc2c([nH]c3ccccc32)c1=O (stereo not given)	-4	-17	-9	17	14	13	1.0	-7
20	CCOC(=O)C1CCN(C(=O)Nc2ccc(OC)c(OC)c2)CC1	-2	17	8	10	8	-6	-0.4	-5
21	CN(C)c1oc(-c2ccco2)nc1S(=O)(=O)c1ccc(Br)cc1	0	10	30	-16	7	-11	-0.3	-6
22	O=C(Cc1cccs1)Nc1cccc(C(=O)Nc2ccco2)c1	2	-3	20	0	-26	-1	-0.4	-7
23	COc1ccc(Cc2nnc(SCc3c(C)noc3C)n2C2CCCCC2)cc1OC	-1	18	24	-14	2	-26	3.5	-2
24	O=C(NNC(=O)c1ccccc1Br)c1cccs1	-2	4	10	-11	-6	-36	0.4	-1
25	Cc1ccc2cc(CN(CC3CCCO3)S(=O)(=O)c3ccc4c(c3)OCCO4)c(=O)[nH]c2c1C (stereo not given)	0	11	23	-21	-87	-53	3.2	-2
26	Cc1cc(=O)oc(C)c1C(=O)Nc1ccc(N(C)C)cc1	0	18	4	9	-22	-25	1.3	-1
27	Cc1ccccc1NC(=O)C1CCN(c2cnccn2)CC1	-2	0	10	10	9	-5	-0.7	-3
28	Nc1nnc(-c2ccco2)s1	1	-25	11	12	-4	0	-0.9	2
29	O=P(COCCOCP(=O)(c1ccccc1)c1ccccc1)(c1ccccc1)c1ccccc1	2	5	8	11	-10	-6	-0.8	-3
30	CCOC(=O)c1cc(S(=O)(=O)N2CCN(c3ccccc3OC)CC2)cn1C	-6	25	-7	15	-11	-1	-1.2	0
31	O=C(CN1CCC(c2nc3ccccc3s2)CC1)N1CCCCC1	0	2	14	24	1	-10	-1.8	-1
32	C=CCn1c2ccccc2c2nnc(SCCN3CCCCC3)nc21	-1	6	-5	15	-13	3	2.0	-2
33	COC(=O)c1[nH]c2cc(OC)c(OC)cc2c1NC(=O)CN1C[C@H]2C[C@@H](C1)c1cccc(=O)n1C2	3	9	14	19	21	17	1.5	2
34	CCOc1cc(/C=C2\C(=O)N(CCc3ccc(OC)c(OC)c3)C(C)=C2C(=O)OC)ccc1O	-2	7	23	8	-17	-10	0.0	-2
35	COc1ccccc1N(Cc1ccccc1)S(=O)(=O)c1cccc(C(=O)O)c1	-3	15	-3	1	-11	7	2.4	-3
36	Cc1ccc(S(=O)(=O)Nc2ccccc2N2CCCCC2)cc1	-2	6	26	45	-2	20	1.7	0
37	COc1cc(C(C)=O)ccc1Oc1cnccn1	0	7	7	15	4	-6	0.7	-3
38	CN1CCN(C(=O)CCC(=O)c2ccc(F)cc2)CC1	0	8	-12	17	4	-13	1.2	-3
39	CCn1c(C)nc2cc(C(=O)N/N=C/c3ccc(N4CCOCC4)cc3)ccc21	-1	-26	12	23	8	1	2.4	-1
40	CCC(CC)C(=O)Nc1cccc(C(=O)NCc2ccco2)c1	-5	2	12	9	-14	-2	-0.7	-2

Look-ups from above:
Reading of #21 under APJ agonist: -6
Reading of #32 under tim23-1 inh: -5

(next part)
entry	smiles	XBP1 UPR activ	APJ antagonist	tim23-1 inh	Mdm2-MdmX inh	697 NFkB inh	Jurkat NFkB inh	CHOP UPR activ	APJ agonist
41	Cc1ccc(/C=C/C(=O)Nc2ccc(S(=O)(=O)Nc3cc(C)nc(C)n3)cc2)cc1	-4	22	20	-39	5	2	1.0	-4
42	CCCCn1c(-c2ccc(OC)cc2)nc2c(=O)n(C)c(=O)[nH]c21	-8	14	-5	17	-1	12	8.0	-2
43	COc1ccc(C(CNC(=O)COc2ccc([N+](=O)[O-])cc2)N2CCCCC2)cc1 (stereo not given)	-3	8	9	-21	-10	7	-1.2	1
44	CCOC(=O)C1=C(C)N(Cc2ccccc2)C(=O)NC1c1ccc(OC)cc1 (stereo not given)	-4	16	-2	21	14	-6	1.2	1
45	CC(=O)c1ccc(NC(=O)c2noc(C)c2[N+](=O)[O-])cc1	0	-32	4	-21	-25	-7	4.1	4
46	O=C(NCC1CCCO1)C1CCN(c2ccc(S(=O)(=O)N3CCCC3)cc2)CC1 (stereo not given)	-1	-9	11	5	-7	5	-1.2	-2
47	Clc1ccc(-c2ccc(C=Nc3ccc(N4CCOCC4)cc3)o2)c(Cl)c1	0	1	32	1	5	7	1.4	4
48	CC(NS(=O)(=O)c1ccccc1)C(c1cccs1)N1CCN(C)CC1 (stereo not given)	-4	-5	12	-23	3	-11	-2.2	-4
49	CCOC(=O)CC1C(=O)NCCN1c1nc2ccc(C)cn2c(=O)c1/C=C1\SC(=S)N(C(C)CC)C1=O (stereo not given)	-1	20	15	25	-12	-7	7.5	4
50	Cn1c(N)c(C(=O)COC(=O)Cc2ccc(Cl)cc2)c(=O)n(C)c1=O	1	10	1	20	11	2	-0.2	-8
51	COc1ccc(OC)c(S(=O)(=O)NC(C)(C)C)c1	-3	1	1	8	-9	-17	-1.8	-5
52	COc1ccc(OCC(=O)C2CC2)c(C#N)c1	-3	-10	-5	-23	-5	-52	1.1	4
53	COc1cccc(C(=O)CN(C(=O)c2ccc(Cl)cc2Cl)N2C(=O)c3ccccc3C2=O)c1	0	7	17	-22	0	-1	0.1	-4
54	Cc1nc2scc(C)n2c(=O)c1S(=O)(=O)NCc1ccccc1Cl	-2	-46	22	3	-59	-16	0.2	-1
55	Nc1ccc(Nc2ccccc2)c(S(=O)(=O)O)c1	1	-18	-2	-3	26	5	-0.8	3
56	Cc1ccc2[nH]c(C)c(CCNC(=O)C3CCCCC3C(=O)OCC(F)(F)F)c2c1 (stereo not given)	-3	-1	16	12	9	-21	0.8	-1

Grouped by structure: those above containing an NH in an aromatic ring.
entry	smiles	XBP1 UPR activ	APJ antagonist	tim23-1 inh	Mdm2-MdmX inh	697 NFkB inh	Jurkat NFkB inh	CHOP UPR activ	APJ agonist
12	CCOC(=O)C(Cc1c[nH]c2ccccc12)NC(=O)CNC(C)=O (stereo not given)	1	2	-5	12	18	8	1.9	0
15	Cc1ccc(S(=O)(=O)Nc2c(C)[nH]c(=O)[nH]c2=O)cc1C	2	13	16	16	-26	26	-0.6	4
19	CCn1c(SCC(=O)NCC2CCCO2)nc2c([nH]c3ccccc32)c1=O (stereo not given)	-4	-17	-9	17	14	13	1.0	-7
25	Cc1ccc2cc(CN(CC3CCCO3)S(=O)(=O)c3ccc4c(c3)OCCO4)c(=O)[nH]c2c1C (stereo not given)	0	11	23	-21	-87	-53	3.2	-2
33	COC(=O)c1[nH]c2cc(OC)c(OC)cc2c1NC(=O)CN1C[C@H]2C[C@@H](C1)c1cccc(=O)n1C2	3	9	14	19	21	17	1.5	2
42	CCCCn1c(-c2ccc(OC)cc2)nc2c(=O)n(C)c(=O)[nH]c21	-8	14	-5	17	-1	12	8.0	-2
56	Cc1ccc2[nH]c(C)c(CCNC(=O)C3CCCCC3C(=O)OCC(F)(F)F)c2c1 (stereo not given)	-3	-1	16	12	9	-21	0.8	-1
